Compound activity (PubChem BioAssay)
Vif-APOBEC3F blk – qHTS for Inhibitors of Vif-A3F Interactions: qHTS | HeLa A3F-eYFP + Vif (tagged APOBEC3F with the HIV-1 protein that degrades it), YFP fluorescence increase | Potency, µM (doses to about 46.1 µM), for inactives: at the top dose activity, negative = active | hit rate 0.2% among 390,000 | AID 602313, 2012; further: % of control where 0% means no effect; nearly all actives have a fitted effect of over 65% in size
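Fluorescence increase (Ex 488/Em 500-530) after overnight compound treatment at 37 deg C flags inhibition of Vif-driven A3F-eYFP loss in stable HeLa A3F-eYFP/Vif cells seeded overnight beforehand.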
Vif-APOBEC3G blk – qHTS for Inhibitors of Vif-A3G Interactions: qHTS | hit rate 0.076% among 410,000 | Potency, µM (series often up to 46.1 µM), without a hit: at the top dose activity, negative = active, most hits filed as inhibitors | HeLa A3G-eYFP + Vif (tagged APOBEC3G with the HIV-1 protein that degrades it), YFP fluorescence, overnight | AID 602310, 2012;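 further: on the % scale 0 is the no-effect control and ±100 the full control effect; nearly all actives have a fitted effect of over 60% in size; hits raise eYFP signal because A3G escapes Vif-driven loss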
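HeLa cells stably expressing Vif and C-terminally eYFP-tagged A3G, seeded overnight at 37 deg C, then exposed to compound by pintool overnight at 37 deg C. Rise in yellow fluorescence (Ex 488/Em 500-530, Acumen) marks blocked Vif-driven A3G degradation.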
TrxR1 inh – qHTS Assay for Inhibitors of Mammalian Selenoprotein Thioredoxin Reductase 1 (TrxR1): qHTS. Thioredoxin reductase 1, cytoplasmic (Rattus norvegicus), O89049. AID 588453, 2011. Potency, µM (titrated, usually from 114 µM), for the others: at the top dose activity change, negative = inhibition, usual class: inhibitors. recombinant rTrxR1, NADPH fluorescence consumption, selenite substrate. hit rate 1% among 390,000; further: on the % scale 0 is the no-effect control and ±100 the full control effect; nearly all actives have a fitted effect of over 65% in size
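Rat TrxR1 (90 nM in the dispensed reagent) was pre-reduced with 400 uM NADPH for 5 min at room temperature, then incubated with compound for 15 min. After 400 uM selenite was added, NADPH fluorescence (Ex 340/Em 450 nm) was followed for 8 min.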
ALOX12 inh – Primary qHTS assay for inhibitors of human arachidonate 12S-lipoxygenase (ALOX12): Round 2; hit rate 1.1% among 580,000; purified 12hLO, xylenol orange hydroperoxide absorbance; Polyunsaturated fatty acid lipoxygenase ALOX12 (Homo sapiens), P18054; Potency, µM (series often up to 108 µM), for the others: top-dose activity change, negative = inhibition, hits mostly inhibitors; further: on the % scale 0 is the no-effect control and ±100 the full control effect
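Purified human 12hLO at 150 nM in 25 mM Hepes, 0.01% Triton X-100, pH 7.0, preincubated 15 min at room temperature with compound. Reaction started with 40 uM arachidonic acid, 30 min at room temperature. Hydroperoxide measured by Fe-xylenol orange, 573/405 nm absorbance ratio.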
IDH1 R132H inh – qHTS for Inhibitors of mutant isocitrate dehydrogenase 1 (IDH1): qHTS. IDH1-R132H enzyme, NADPH consumption, diaphorase/resazurin fluorescence. Potency, µM (top dose mostly 76.6 µM), for the others: top-dose activity change, negative = inhibition, most hits filed as inhibitors. AID 602179, 2012. hit rate 0.093% among 390,000; further: on the % scale 0 is the no-effect control and ±100 the full control effect; nearly all actives have a fitted effect of over 65% in size
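IDH1-R132H (0.5 ug/mL dispensed) in pH 7.5 Tris buffer was preincubated 30 min with compound, then given a substrate mix of 0.016 mM NADPH and 2 mM alpha-KG for 80 min at room temperature; remaining NADPH was read by diaphorase/resazurin fluorescence.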
RXFP1 ag – qHTS Assay for Agonists of the Relaxin Receptor RXFP1. HEK293T-RXFP1 cAMP TR-FRET, 30 min; response scale: percent of porcine relaxin response, buffer zero. Potency, µM (highest dose often 57.5 µM), for inactives: at the highest dose activation, most hits filed as activators. hit rate 0.3% among 370,000; further: on the % scale 0 is the no-effect control and ±100 the full control effect; nearly all actives have a fitted effect of over 60% in size; many of its hits are not listed in these tables
Target sequence (Q9HBX9 whole entry, looked up): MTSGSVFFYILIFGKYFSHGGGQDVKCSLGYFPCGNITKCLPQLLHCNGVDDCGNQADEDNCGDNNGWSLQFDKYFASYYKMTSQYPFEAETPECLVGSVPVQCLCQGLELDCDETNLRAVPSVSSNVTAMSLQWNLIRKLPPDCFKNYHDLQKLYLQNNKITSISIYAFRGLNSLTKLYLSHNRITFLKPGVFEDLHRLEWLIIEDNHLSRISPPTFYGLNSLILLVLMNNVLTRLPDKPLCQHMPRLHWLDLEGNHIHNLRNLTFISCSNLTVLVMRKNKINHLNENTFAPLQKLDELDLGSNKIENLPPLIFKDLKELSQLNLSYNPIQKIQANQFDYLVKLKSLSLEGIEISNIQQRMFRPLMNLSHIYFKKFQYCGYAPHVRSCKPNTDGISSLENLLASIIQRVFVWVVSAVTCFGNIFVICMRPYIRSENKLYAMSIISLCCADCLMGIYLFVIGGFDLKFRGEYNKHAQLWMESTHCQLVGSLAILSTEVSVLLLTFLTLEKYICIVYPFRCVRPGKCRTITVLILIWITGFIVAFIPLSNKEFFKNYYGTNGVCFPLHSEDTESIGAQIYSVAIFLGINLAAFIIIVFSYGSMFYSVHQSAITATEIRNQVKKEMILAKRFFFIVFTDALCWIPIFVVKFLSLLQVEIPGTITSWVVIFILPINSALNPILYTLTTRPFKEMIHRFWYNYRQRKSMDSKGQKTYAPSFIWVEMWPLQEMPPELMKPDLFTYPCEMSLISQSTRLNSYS
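HEK293T cells stably expressing RXFP1 were pretreated with the PDE4 inhibitor Ro 20174, exposed to compounds for 30 min at 37C, lysed, and cAMP was read by TR-FRET. Data normalized to buffer (basal) and 29 nM porcine relaxin (100%).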
USP1 inh – Inhibitors of USP1/UAF1: Primary Screen. recombinant USP1/UAF1, Ub-Rhodamine cleavage fluorescence. Potency, µM (top dose mostly 57.1 µM), inactives show top-dose activity change, negative = inhibition, hits mostly inhibitors. hit rate 0.23% among 390,000. AID 743255, 2014; further: on the % scale 0 is the no-effect control and ±100 the full control effect; nearly all actives have a fitted effect of over 60% in size; inactives centre near -12
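Step one: compound is pinned into 1nM USP1/UAF1 in HEPES pH 7.8 buffer with TCEP. Step two: 15 min room-temperature incubation. Step three: Ub-Rho (150nM final) starts cleavage, tracked by fluorescence over six one-minute reads.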
RGS4 inhibitor – Inhibitors of Regulator of G Protein Signaling (RGS) 4: qHTS; Potency, µM (top dose mostly 114 µM), for the others: top-dose activity change, negative = inhibition, actives largely listed as inhibitors; hit rate 0.039% among 390,000; AID 504845, 2011; Regulator of G-protein signaling 4 (Homo sapiens), P49798; Transcreener GDP fluorescence polarization, RGS4-accelerated GTP hydrolysis; further: on the % scale 0 is the no-effect control and ±100 the full control effect; nearly all actives have a fitted effect of over 75% in size; some results filed as inactive show a strong effect at the top dose
Target sequence (P49798 whole entry, looked up): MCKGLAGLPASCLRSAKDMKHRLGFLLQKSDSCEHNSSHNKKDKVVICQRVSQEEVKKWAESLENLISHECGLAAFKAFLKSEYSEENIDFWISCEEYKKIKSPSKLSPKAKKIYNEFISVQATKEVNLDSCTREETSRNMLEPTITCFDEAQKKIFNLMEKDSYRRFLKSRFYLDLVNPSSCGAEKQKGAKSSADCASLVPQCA
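MLSMR compounds (23 nl, pin-transferred) preincubated 10 min at room temperature with a 500nM (2x) first reagent, then RGS4 at 900nM (2x) plus Transcreener GDP mix added; fluorescence polarization (620/688 nm) read before and after 90 min at 30 °C.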
TrxR1 substrate – qHTS Assay for Substrates of Mammalian Selenoprotein Thioredoxin Reductase 1 (TrxR1): qHTS | Thioredoxin reductase 1, cytoplasmic (Rattus norvegicus), O89049 | purified TrxR1 substrate turnover, NADPH consumption readout | Potency, µM (doses to about 114 µM), without a hit: at the top dose activity change, negative = substrate turnover | hit rate 0.01% among 390,000 | AID 588456, 2011; further: on the % scale 0 is the no-effect control and ±100 the full control effect; nearly all actives have a fitted effect of over 50% in size
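Rat TrxR1, dispensed at 90 nM, was prereduced with 400 uM NADPH (final) for 5 min at ~22 deg C, then incubated with compound 15 min before 400 uM selenite. A first-read NADPH fluorescence drop versus no-compound background flagged substrates.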
* = called active by the depositor; u = inconclusive; x = not tested or not shown; [ ] = dose if it differs, or a comment. The call rests on the fitted dose curve; in most records, active means well fitted curve in the direction sought with a large enough effect; inconclusive means small, poorly fitted or top-dose-only effect, or another doubt; inactive means no such curve, though single readings can be large; an effect the other way counts as inactive or inconclusive. Potency means the concentration at half of the fitted maximal effect. Not all compounds are listed; rates above refer to the full screens.

SMILES	Vif-APOBEC3F blk	Vif-APOBEC3G blk	TrxR1 inh	ALOX12 inh	IDH1 R132H inh	RXFP1 ag	USP1 inh	RGS4 inhibitor	TrxR1 substrate
Cc1ccc(-c2nnc(N)s2)cc1	1%	-5%	-9%	-3%	0%	-1.1%	-23%	-8%	-2%
Cc1noc(NS(=O)(=O)c2ccc(NC(=O)CSc3nnc4c(n3)[nH]c3ccccc34)cc2)c1C	-3%	1%	13%	-22%	-15%	5.8%	-17%	-4%	-5%
COc1ccc(CNc2ccc([N+](=O)[O-])cn2)cc1	2%	-5%	-8%	0%	3%	-1.2%	-18%	-12%	3%
O=C(Nc1cccc(Cl)c1N1CCOCC1)c1cccnc1	-4%	0%	10%	-9%	15%	-0.1%	-25%	-4%	0%
COc1ccc2oc(C(=O)Nc3cccc(S(=O)(=O)N4CCOCC4)c3)c(C)c2c1	8%	0%	13%	-6%	9%	0.5%	-27%	1%	22%
CCCNC(=O)c1ccccc1NC(=O)CN(c1ccccc1OCC)S(C)(=O)=O	0%	2%	7%[57.1 µM]	0%	0%	-0.9%	-9%	-16%	5%[57.1 µM]
O=C(N/N=C/c1ccncc1)c1ccccc1[N+](=O)[O-]	0%	9%	13%[57.1 µM]	-3%	14%	-1.8%	-2%	-4%	-22%[57.1 µM]
COc1ccc(C2C(=O)N(C3CCC(C)CC3)CC(=O)N2C2CCCC2)cc1OC (stereo not given)	-2%	5%	19%[57.1 µM]	-21%	9%	1.9%	-9%	-21%	5%[57.1 µM]
NC(=O)C1CCN(Cc2nc3ccccc3c(=O)[nH]2)CC1	2%	-2%	-6%	u	2%	0.5%	-22%	10%	0%
O=C(COc1ccccc1)N=C1SC2CS(=O)(=O)CC2N1c1ccc(F)cc1 (stereo not given)	5%	3%	18%	4%	0%	-1.0%	-14%	-18%[56.9 µM]	8%
CC/C(=N\NC(=O)c1c[nH]c2ccccc12)c1cccs1	-3%	-10%	1%	-13%	12%	-1.4%	0%	12%	-3%
COc1ccc(OC)c(NC(=O)COC(=O)c2ccc(OC)c(S(=O)(=O)N3CCCC3)c2)c1	-1%	1%	-5%	175%[activator]	1%	23%	-4%	-16%	-10%
CCCCOc1ccc(C(=O)OCC(=O)Nc2cc(C)on2)cc1	1%	-1%	20%[57.1 µM]	25%	11%	1.6%	-17%	-28%	-10%[57.1 µM]
CCCN(C1CCS(=O)(=O)C1)S(=O)(=O)c1cc(OC)ccc1OC (stereo not given)	2%	2%	-1%	161%[activator]	11%	0.8%	-2%	16%	-5%
O=C(NC1CC(=O)N(c2ccccc2)C1)c1cc2ccccc2o1 (stereo not given)	10%	2%	10%[57.1 µM]	-12%	-1%	3.4%	14%	1%	6%[57.1 µM]
COc1ccccc1Cn1c(=O)[nH]c2cccnc21	x	0%	0%	0%	3%	1.2%	-6%	-50%	2%
Cc1onc(-c2ccccc2Cl)c1C(=O)Nc1sc2c(c1C#N)CCC2	-2%	0%	-4%	u	-4%	4.7%	-24%	-38%	-2%
CN(C)c1ccc(S(=O)(=O)N2CCCCC2)cc1NC(=O)COc1ccccc1F	5%	-9%	25%	0%	7%	0.8%	-15%	15%	7%
Cc1cc(/C=N/n2c(COc3ccccc3C)nc3ccccc3c2=O)c(O)c([N+](=O)[O-])c1	-7%	-5%	4%	-15%	-14%	-1.1%	2%	-21%	-5%
CC1(C)CC(c2nc(-c3ccc([N+](=O)[O-])cc3)cs2)CCO1 (stereo not given)	7%	1%	18%[57.1 µM]	-7%	5%	0.2%	-12%	u	5%[57.1 µM]
O=C(C1CCCN(c2ncnc3c2nc2n3CCCCC2)C1)N1CCN(c2ccc(Cl)cc2)CC1 (stereo not given)	-6%	1%	4%	-3%	1%	0.2%	-12%	3%[11.4 µM]	1%
COCCNC(=S)N(CCc1c(C)[nH]c2ccc(F)cc12)Cc1cccs1	-8%	-8%	28%	1%	-2%	0.6%	-17%	-10%	3%
COc1ccccc1Nc1ncccc1C(=O)O	1%	0%	0%	0%	7%	-2.6%	-15%	-46%	2%
COc1ccc(OC)c(NC(=S)N2CCN(Cc3ccccc3)CC2)c1	1%	-1%	-12%	-6%	-4%	0.2%	3%	3%	-10%
C=CCSc1nnc2c(n1)OC(c1c(C)[nH]n(-c3ccccc3)c1=O)Nc1ccccc1-2 (stereo not given)	-2%	-3%	-18%	4%	-1%	-0.6%	-9%	-32%	-17%
CCc1ccc(C(=O)CSc2ncn[nH]2)cc1	-10%	-5%	u	-18%	12%	1.7%	1%	u	-2%
O=c1c2oc3ccccc3c2n(Cc2ccc(Cl)cc2)c(=O)n1Cc1ccc2c(c1)OCO2	5%	6%	12%	-7%	-4%	-2.1%	8%	14%	-5%
COc1ccc(CN2CCC(c3nc4ccc(Cl)cc4[nH]3)CC2)cc1	-1%	0%	16%	-15%	-3%	0.2%	-2%	-15%	-8%[57.1 µM]
O=C(COC(=O)/C=C/c1ccccc1)NCCC1=CCCCC1	0%	2%	7%	-7%	16%	-0.1%	-10%	-15%	3%
O=CNCCc1nc2ccccc2n1CCc1ccccc1	-7%	-9%	17%	-4%	-3%	1.7%	-23%	6%	3%
O=C(c1ncc[nH]1)c1ccccc1C(=O)N1CCOCC1	-3%	1%	6%[57.1 µM]	-11%	9%	2.7%	-4%	-17%	6%[57.1 µM]
Cc1nnc2ccc(-c3cccc(NS(=O)(=O)c4cc(F)ccc4F)c3)nn12	3%	0%	-5%	-13%	5%	1.8%	0%	14%	-5%
CCc1ccc(NC(=O)C(C)n2nnc3sc(-c4ccccc4)cc3c2=O)cc1 (stereo not given)	x	x	-26%	u	x	-2.5%	-9%	u	-12%
CC(Oc1ccccc1)C(=O)N=C1SC2CS(=O)(=O)CC2N1c1ccccc1 (stereo not given)	5%	1%	6%	14%	1%	1.2%	-8%	-20%	-6%
Cc1cc(OCCOCCN2CCCC2)ccc1C(C)C	x	0%	-8%	u	-3%	0.0%	-18%	12%	-6%
O=C(NCc1cccs1)c1ccc2c(c1)N(Cc1ccccc1Cl)C(=O)c1ccccc1S2	-3%	2%	18%[57.1 µM]	-14%	5%	-0.1%	10%	-7%	2%[57.1 µM]
Cc1[nH]c(=O)[nH]c(=O)c1NC(=O)CSc1ncccc1-c1nc2ccccc2[nH]1	-2%	0%	-6%	-8%	13%	2.9%	-16%	6%	22%
COc1cccc(NC(=O)CCCCCN2C(=O)[C@@H]3Cc4ccccc4CN3C2=O)c1	6%	5%	20%	8%	10%	-0.1%	-20%	32%	0%
Cc1ccc(/C=C/C(=O)O)cc1S(=O)(=O)N(CCO)CCO	-11%	0%	u	0%	1%	0.1%	-16%	-4%	7%
COc1cc(C)ccc1OCc1cc(C(=O)NCc2ccncc2)no1	2%	-8%	-14%	490%[activator]	8%	3.7%	-3%	-17%	-8%
O=C(C1COc2ccccc2O1)N1CCN(c2ccccn2)CC1 (stereo not given)	7%	1%	u	-7%	4%	0.2%	-8%	-29%	11%
Cc1ccc(/C(O)=C/C(=O)C(=O)NC23CC4CC(CC(C4)C2)C3)cc1	-17%	-4%	0%[57.1 µM]	u	2%	2.0%	-18%	-15%	4%[57.1 µM]
Cc1cc(C)n(Cc2n[nH]c(=S)n2Cc2ccccc2)n1	-20%	0%	-20%	u	9%	0.1%	-10%	-24%	0%
CCOC(=O)Cc1csc(NC(=O)c2c(-c3c(Cl)cccc3Cl)noc2C)n1	-3%	-3%	9%[57.1 µM]	-8%	-1%	1.8%	0%	-47%	-4%[57.1 µM]

Single records (already shown). Values in the order: Vif-APOBEC3F blk, Vif-APOBEC3G blk, TrxR1 inh, ALOX12 inh, IDH1 R132H inh, RXFP1 ag, USP1 inh, RGS4 inhibitor, TrxR1 substrate
Listed for CCc1ccc(C(=O)CSc2ncn[nH]2)cc1 = -10%, -5%, u, -18%, 12%, 1.7%, 1%, u, -2%
Listed for COc1ccccc1Cn1c(=O)[nH]c2cccnc21 = x, 0%, 0%, 0%, 3%, 1.2%, -6%, -50%, 2%
Listed for O=C(N/N=C/c1ccncc1)c1ccccc1[N+](=O)[O-] = 0%, 9%, 13%[57.1 µM], -3%, 14%, -1.8%, -2%, -4%, -22%[57.1 µM]
Listed for COc1cccc(NC(=O)CCCCCN2C(=O)[C@@H]3Cc4ccccc4CN3C2=O)c1 = 6%, 5%, 20%, 8%, 10%, -0.1%, -20%, 32%, 0%
Listed for O=C(COc1ccccc1)N=C1SC2CS(=O)(=O)CC2N1c1ccc(F)cc1 (stereo not given) = 5%, 3%, 18%, 4%, 0%, -1.0%, -14%, -18%[56.9 µM], 8%
